# KDM5B inh – inhibitors of human KDM5B histone demethylase. AID 1347165. Q9UGL1. 220,000 tested, 2.6% active. Potency, µM (series often up to 57.7 µM), without a hit: top-dose activity change, negative = inhibition, hits mostly inhibitors. KDM5B demethylase, FDH-coupled NADH fluorescence (FDH is formaldehyde dehydrogenase); active = well fitted inhibition curve with a large enough effect; inconclusive = small, poorly fitted or top-dose-only effect; inactive = no such curve, though single readings can be large or run the other way; note: 0% is about no effect; nearly all actives have a fitted effect of over 70% in size
#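 Inhibition is measured as reduced NADH fluorescence generation from FDH coupling to formaldehyde release. Truncated KDM5BΔAP at 200 nM final acts on H3K4me3 peptide (12.5 µM in substrate mix) in pH 7.5 HEPES buffer with Tween-20, 30 min, room temperature.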
# Starred values were filed as active, the others as inactive; ? = inconclusive; [ ] = remark or other dose. Potency is the fitted concentration of half-maximal effect. These rows are one share of the data, so the mix of outcomes need not match the whole.
SMILES	KDM5B inh
Cc1cnc(C(=O)N[C@@H]2CCC[C@@H]2C(=O)N2CCCCC2)cn1	3%
COCCN1CC(CO)C2(CCN(C(=O)Cc3ccccc3C)CC2)C1 (stereo unspecified)	?
Cc1ccc(S(=O)(=O)N2CCCC(C(=O)Nc3ccnc4ccccc34)C2)cc1 (stereo unspecified)	0%
CCN(CC)c1ccc(NC(=O)Cn2ncc3c(C)n(Cc4ccccc4F)c(C)c3c2=O)c(C)c1	-25%
N#Cc1ccc(C(=O)NC2CCSc3ccccc32)cc1 (stereo unspecified)	4%
COc1ccc(OC)c(/C=C/C(=O)Oc2ccccc2Cl)c1	?
COc1cccc(CNC(=O)CCNc2cnc3cnccn23)c1	20µM*
NNCCc1ccccc1F	4%
NC(=O)c1cccnc1N1CCC(Oc2ccc(Cl)cc2)(C(=O)O)CC1	?
Cc1c(C(=O)NCc2cccc(Cl)c2)sc2nc[nH]c(=O)c12	-16%
CN(C)c1ccc(C(=O)OCn2nnc3ccccc3c2=O)cc1	-3%
O=C(CS(=O)(=O)Cc1coc(-c2ccc(F)cc2)n1)NC1CCCCCC1	4%
N#CC(C(=O)Nc1ccccc1)=C1CCCC1	25%
CCNC(=O)N[C@@H]1C=C[C@@H](c2c(C)nn(-c3ccc(OC)cc3)c2C)C1	-19%[86.2 µM]
O=C(CSc1nc(-c2ccccc2)c(-c2ccccc2)o1)N1CCCCC1	?
CCOc1cccc2cc(-c3nc(-c4nonc4N)no3)c(=O)oc12	2%
CCN(Cc1ccccc1)C(=O)C1CCCN(C2CCN(C(=O)C3CC3)CC2)C1 (stereo unspecified)	-27%
CN1C(C(=O)Nc2ccc(OC(F)(F)F)cc2)=CC(c2cccs2)=NS1(=O)=O	-14%
Cc1ccccc1CN1CCN(S(=O)(=O)c2ccc(CC(=O)O)s2)CC1	19%
CC(C)CCNC(=O)CCCc1nnc2c(=O)n(-c3cccc(F)c3)ccn12	15%
CC/S(=N\S(=O)(=O)c1ccc(C)cc1)c1ccccc1 (stereo unspecified)	31%
COc1cccc(NC(=O)CN(C)C(=O)C2CCN(c3ccc(C#N)cn3)CC2)c1	-7%
O=C1CC(c2ccccc2)N(Cc2ccncc2)CCCN(C(=O)C2(c3ccccc3)CC2)CCN1 (stereo unspecified)	?
CCn1cc(CNC(=O)c2cc(-c3ccc(C)cc3)nc3c(C)cccc23)cn1	?
CCN(Cc1ccc2c(c1)OCO2)C(=O)c1cc(=O)c2cc(C)ccc2o1	4%
OCC1CN(c2ncccn2)CC12CCN(Cc1cccc(Cl)c1F)CC2 (stereo unspecified)	?
O=C(Nc1ccc(F)cc1F)c1cnn(-c2ccc(F)cc2)c1-n1cccc1	11%
COc1cccc2cc(C(=O)Nc3ccc(CC(=O)O)cc3)c(=O)oc12	2%
COc1ccc(-c2cc3ccc(OS(C)(=O)=O)cc3oc2=O)c(OC)c1	12%
COc1ccc(-c2cn3c(n2)N(C(=O)Cn2ccnc2)CCC3)cc1	-31%
CCC(CC)C(=O)Nc1ccc([C@@H](O)[C@H]2COCC(=O)N2)cc1	18%[86.2 µM]
COCCOCc1nc(C2CCN(C(=O)Nc3ccccc3F)CC2)no1	32%
O=C(c1cccnc1)N1CCCC2(C1)C(=NC1CCCC1)NC(=O)N2c1cc(F)cc(F)c1 (stereo unspecified)	-25%
Cc1noc2ncnc(N3CCCC(C(=O)Nc4cccc(C(F)(F)F)c4)C3)c12 (stereo unspecified)	0%
Cc1ccc2nc(-c3cccnc3)cc(C(=O)NCc3ccco3)c2c1	?
OC(CNc1nccc(-c2cccnc2)n1)COc1ccc(Cl)cc1 (stereo unspecified)	?
CCCCCCCCN1C(=O)[C@@H](CC(=O)NCCCOCCCC)C[C@@]2(C(=O)OC)C1=C[C@H](COCc1ccccc1)O[C@@H]2C	-19%
C/C(=N\NC1=NCCN1)c1ccc(Cl)cc1	-12%
CCC1(N2CCN(C(=O)C3COc4ccccc4O3)CC2)CCN(C(=O)NC)C1 (stereo unspecified)	9%
CCOc1ccccc1NC(=O)Cc1c(C)[nH]n(-c2nc(-c3ccc(Cl)cc3)cs2)c1=O	-14%
COc1ccc(CNC(=O)Cc2c(C)c3cc4c(C)coc4c(C)c3oc2=O)cc1OC	-20%
COc1ccccc1CN1C[C@@H]2C(=O)N(CCCN3CCCC3=O)C(=O)[C@@H]2C1	23%
Cc1cccc(NC(=O)Cn2c(=O)n(CCCCCC(=O)NCc3ccccc3)c(=O)c3sccc32)c1	-21%
COc1cccc(CNC(=O)Nc2cccc(-c3ccc(N4CCCCC4)nn3)c2)c1	?
COc1ccc(NC(=O)CSc2ccc3nnc(-c4ccccn4)n3n2)cc1	30%
C=CCN1C(=O)S/C(=C/c2cn(C)c3ccccc23)C1=O	-2%
O=C1NCCC[C@@H]1NC(=O)[C@H]1CN(C(=O)c2cccc(F)c2)CCN1C(=O)c1cncnc1	-17%
Cc1cccc(NC(=O)c2cc3cc(C)ccc3n2C)c1	14%
CC(C)c1ccc(N2C[C@]34C=C[C@H](O3)C(C(=O)N3CCSCC3)C4C2=O)cc1 (stereo partly specified)	3%
CCCCn1c(=O)[nH]c(=O)c2c1nc(CCc1ccccc1)c(=O)n2CCOC	-33%

# Molecules above with two or more sulfur atoms (3):
SMILES	KDM5B inh
CN1C(C(=O)Nc2ccc(OC(F)(F)F)cc2)=CC(c2cccs2)=NS1(=O)=O	-14%
Cc1ccccc1CN1CCN(S(=O)(=O)c2ccc(CC(=O)O)s2)CC1	19%
CC/S(=N\S(=O)(=O)c1ccc(C)cc1)c1ccccc1 (stereo unspecified)	31%

# Other structures follow.
SMILES	KDM5B inh
CCOc1ccc(-c2nc(C#N)c(NCc3ccc4c(c3)OCO4)o2)cc1	?
CC1=C(C(=O)Nc2ccccc2)C(c2sccc2C)n2nc(-c3ccccc3)nc2N1 (stereo unspecified)	-16%
COc1ccc(-c2noc(CSc3nnc(-c4ccccc4)n3-c3ccc(F)cc3)n2)c(OC)c1	-3%
COc1cccc(N2C(=O)NC(=NC3CCCCC3)C23CCN(CC2CC2)CC3)c1	18%[115 µM]
Cc1ccc(NC(=O)CCn2cnc3c2c(=O)n(C)c(=O)n3C)c(C)c1	13%
CCn1ccc(C(=O)N2CCCC(CN3CCC(C)CC3)CC2)n1 (stereo unspecified)	26%
O=c1cc(C(F)(F)F)c2ccc(OS(=O)(=O)c3ccc4c(c3)CCC4)cc2o1	-2%
COCC1(CNCc2cccc(OC)c2)C[C@@H](O)[C@@H](O)C1 (stereo partly specified)	5%[86.2 µM]
COc1ccc(-c2cnn3c(C)cc(C)nc23)cc1OC	8%
CC(C)c1ccc(/C=N/NC(=O)c2ccncc2)cc1	14%
CCCc1nc2sc3ccccc3c(=O)c2c(=O)n1Cc1ccc(OC)cc1	14%
Oc1ccc(-c2nc(-c3ccc(Br)cc3)no2)cc1	-20%
CC(C)[C@@H]1CN(S(=O)(=O)c2ccc(Cl)cc2Cl)C[C@H]1N(C)C	-17%
Cc1cc(C)c(S(=O)(=O)N(C)CC(=O)NCc2cccnc2)c(C)c1	-16%
CC(=O)NCCc1ncc(C)n1C1CCCC1	18%
Cc1ccc(-c2noc(CCn3c(=O)[nH]c4cc5c(cc4c3=O)OCO5)n2)cc1	4%
COc1ccc(CNC(=O)CCS(=O)(=O)c2ccc3c(c2)oc(=O)n3C)cc1	-9%
COc1cc(/C=C(/C#N)c2ccc(C(F)(F)F)cn2)cc(OC)c1	-18%
Cc1ccccc1CNC(=O)C(=O)NCC(c1ccco1)S(=O)(=O)c1cccs1 (stereo unspecified)	-16%
Cc1cccc(NC(=O)Cn2c(=O)oc3ccccc32)c1C	38%[activator]
O=c1c2cc(Cl)ccc2ncn1Cc1ncon1	-6%
Cc1cccc(CN2CCN(C(=O)c3cnc4ccccn4c3=O)CC2=O)c1	32µM*
CC(C)C[C@H](NC(=O)[C@@H]1C[C@@H](n2nnc(C(N)=O)c2C(N)=O)CCN1C(=O)c1cnccn1)C(N)=O	-4%
CC(C)Cn1c(=O)c2ccccc2n2c(SCC(=O)Nc3cccc(F)c3)nnc12	1%
O=C(Nc1cccc(NC(=O)C2CCCC2)c1)C1CCCC1	10%

# The final four entries of the part before open the next one.
SMILES	KDM5B inh
Cc1cccc(CN2CCN(C(=O)c3cnc4ccccn4c3=O)CC2=O)c1	32µM*
CC(C)C[C@H](NC(=O)[C@@H]1C[C@@H](n2nnc(C(N)=O)c2C(N)=O)CCN1C(=O)c1cnccn1)C(N)=O	-4%
CC(C)Cn1c(=O)c2ccccc2n2c(SCC(=O)Nc3cccc(F)c3)nnc12	1%
O=C(Nc1cccc(NC(=O)C2CCCC2)c1)C1CCCC1	10%
Cc1ccc(C)c(C(=O)N2C[C@@H](F)C[C@H]2C(=O)N2CCCCC2)c1	-16%
COc1ccc(-c2nc(C3CC3)nc3c2CCN(C(=O)c2ccccc2OC)CC3)cc1	?
COc1ccccc1NC(=O)C1=C(C)Nc2ncnn2C1c1sccc1C (stereo unspecified)	17%
C[C@H](O)[C@@H]1CN2CCc3ccc(-c4ccc5c(c4)OCO5)cc3[C@@H]2C[C@@H]1N(C)CC1CCCCC1	-29%
COc1cc(C2c3c(n[nH]c3C)C(=O)N2c2ccc(C)cc2)ccc1O (stereo unspecified)	0%
CCc1cc2c(cc3c(=O)n(CC(=O)N4CCCCC4)nc(CC)n32)s1	-16%
Cc1oc2cc(OCC(=O)NCCCOC(C)C)ccc2c(=O)c1-c1ccccc1	13%
O=C(CSc1nnc(-c2ccc(Cl)cc2)n1Cc1ccco1)N1CCCCC1	1%
CC(C)c1nc(SCC(=O)NCC2CCCO2)c2c(=O)n(C)c(=O)n(C)c2n1 (stereo unspecified)	17%
Cc1ccc2c(CC(=O)Nc3ccc(S(=O)(=O)N4CCC(C)CC4)cc3)coc2c1	-5%
COc1ccc(-c2c(C)oc3cc(OCC(=O)OC(C)(C)C)ccc3c2=O)cc1	3%
COC(=O)[C@@H]1Cc2ncn(C(C)C)c2CN1S(=O)(=O)Cc1ccccc1	?
COc1ccc(C(=O)N2CCC(Cc3nc(-c4ccc(F)cc4)no3)CC2)cc1F	-23%
CCNC(=O)c1cccnc1OC1CCN(C(=O)CC)C1 (stereo unspecified)	0%
COc1ccc(-c2cc(N3CCC(NC(=O)c4ccc(F)cc4Cl)C3)n[nH]2)cc1 (stereo unspecified)	?
COC(=O)c1c(-c2ccc(Cl)cc2)noc1N1CCN(c2cccc(C(F)(F)F)c2)CC1	-13%
O=C(c1cocn1)N1CCNc2cnc(Nc3cccc(C(F)(F)F)c3)nc2C1	?
Cc1cc(S(=O)(=O)N(C)C)cc(NS(=O)(=O)c2cccc(Cl)c2Cl)c1C	13%
O=C(O)CCCCCCCCCC[n+]1ccccc1	34%
Cc1ccc(-c2cnc(CCC(=O)NCCN3CCOCC3)o2)cc1C	8%
Cc1[nH]n(-c2nc(-c3ccccc3)cs2)c(=O)c1CC(=O)Nc1cccc(Cl)c1	9%
O=C(Nc1ccncc1)C1=NO[C@@H]2CN(CCc3ccccc3)C[C@H]12	-18%[86.2 µM]
Cc1cn2c3c(=O)[nH]c(=O)n(C)c3nc2n1CCN1CCN(Cc2ccc(F)cc2)CC1	7%
O=C(O)C(Cc1ccccc1)NC(=O)C(c1ccccc1)c1ccccc1 (stereo unspecified)	16%
CCCCCNC(=O)C(C#N)c1nc2ccccc2nc1OC(C)C (stereo unspecified)	?
CCOc1ccccc1NC(=O)Nc1ccccc1OCc1cc(=O)n2ccccc2n1	?
Cc1ccc(C(=O)c2sc(Nc3ccc(F)cc3)c(C#N)c2N)cc1	?
CCN1CCC2(Cc3ccccc3CN(C(=O)Cc3ccccc3)C2)C1 (stereo unspecified)	-21%[115 µM]
CCOc1ccc(S(=O)(=O)Nc2cccc(C(=O)NCC(c3ccc(OC)cc3)N3CCOCC3)c2)cc1 (stereo unspecified)	14%
CN1C(=O)CCC2(CNC(=O)Nc3ccc4c(c3)OCCO4)CCC=C12 (stereo unspecified)	?
COCCc1noc([C@@H]2CN(Cc3ccoc3)C[C@H]2CO)n1	24%
CCOC(=O)c1c(NC(=O)CCC(=O)N(CC)CC)sc2c1CC(C)(C)OC2	-13%
Cn1c(=O)c2c(nc(Cl)n2CC(=O)N(C2CCCC2)C2CCS(=O)(=O)C2)n(C)c1=O (stereo unspecified)	26%
Cc1c(-c2ccccc2)oc2c(C(=O)N3CCC(C)CC3)cccc2c1=O	1%
COc1ccc(C)cc1NC(=O)CC1NCCNC1=O (stereo unspecified)	?
Cc1ccc(OCCN(C)C(=O)c2cc(=O)[nH]c3ccccc23)cc1	6%
Cc1ccc(Sc2csc(-c3ccccc3)n2)cc1	?
CCOC(=O)c1oc2ccccc2c1Cn1cc(C(F)(F)F)ccc1=O	9%
CC(=O)N[C@@H]1CCC[C@@H](C(=O)NCc2cc(C)on2)CC(=O)N(C)C1	6%[86.2 µM]
CC(Nc1nc2c(c(=O)[nH]c(=O)n2C)n1CCCc1ccccc1)c1ccccc1 (stereo unspecified)	7%
O=C(Cn1cc(C(=O)C2CCCCC2)c2ccccc21)Nc1ccccc1Cl	19%
CCn1cnc2c1c(=O)n(CC(=O)Nc1ccc3c(c1)OCCO3)c(=O)n2Cc1ccccc1	-7%
CC(=O)Nc1ccccc1-c1nc2ccccc2n(CC(=O)c2ccc(Br)cc2)c1=O	?
Cn1c(SCC(=O)NCc2ccco2)nnc1-c1ccc2c(c1)OCCO2	11%

# Source: PubChem (National Center for Advancing Translational Sciences (NCATS))
